# Thrombin inh = blocks human thrombin protease activity | P00734 | alpha-thrombin, Boc-VPR-AMC fluorogenic substrate cleavage | inhibition, % at 5 µM | hit rate 0.26% among 220,000;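 active = inhibition at or above 40%; inactive = inhibition below 40%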;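 note: 0% = enzyme with no compound and 100% = wells without enzyme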
#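 Material: human alpha-thrombin enzyme / Medium: pH 7.5 Tris (50 mM) with NaCl 150 mM, Tween 20 0.05% / Compound: single-point dosing at 5 µM, 0.2% DMSO / Incubation: enzyme reaction carried out at room temperature / Detection: AMC fluorescence, 355/460 nm / Read-out basis: percent inhibition scaled between no-compound controls and no-enzyme blanks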
# FXIIa inh 1536 = inhibitors of human coagulation factor XIIa; P00748; purified FXIIa, Boc-QGR-AMC fluorogenic substrate, 2 h; inhibition, % at 5 µM; hit rate 0.3% among 220,000; in the data active = inhibition above about 40%;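 note: 0% = enzyme with no compound and 100% = blank without enzyme; many of its hits are not listed in these tables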
# Cl transport mod = modulates chloride dependent transport by human KCC2; KCC2 cells, thallium flux FluoZin-2 fluorescence; B-score of Tl+ flux slope (higher = more flux/activation; lower = inhibition) at 10 µM; hit rate 2.2% among 190,000; AID 1456;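 active = thallium flux slope and its plate-corrected score both differing from the plate sample mean at a set confidence after two filtering rounds, in either direction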;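 note: slope of fluorescence scaled to starting intensity during 10 to 20 s after thallium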
# FXIa inh = factor XIa (human) inhibition; purified FXIa, Boc-Glu-Ala-Arg-AMC fluorogenic substrate; hit rate 0.14% among 220,000; inhibition, % at 5 µM;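 active = inhibition of at least 40%; inactive = inhibition below 40%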;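 note: fluorescence of freed AMC excited at 355 nm; 0% = enzyme without compound and 100% = no enzyme blank; many of its hits are not listed in these tables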
# Target sequence (P03951 19-387 limits assumed): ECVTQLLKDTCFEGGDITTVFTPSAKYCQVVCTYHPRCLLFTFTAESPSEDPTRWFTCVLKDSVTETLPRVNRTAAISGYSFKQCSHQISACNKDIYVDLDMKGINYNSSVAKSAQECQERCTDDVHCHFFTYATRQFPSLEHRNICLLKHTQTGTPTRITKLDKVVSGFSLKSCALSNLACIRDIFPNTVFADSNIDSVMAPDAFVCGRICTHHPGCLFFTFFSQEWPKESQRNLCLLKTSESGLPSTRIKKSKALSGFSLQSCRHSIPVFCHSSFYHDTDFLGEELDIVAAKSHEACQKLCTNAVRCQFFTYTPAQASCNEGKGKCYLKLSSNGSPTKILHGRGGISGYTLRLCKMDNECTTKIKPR
# Target sequence (P03951 388-625 limits assumed): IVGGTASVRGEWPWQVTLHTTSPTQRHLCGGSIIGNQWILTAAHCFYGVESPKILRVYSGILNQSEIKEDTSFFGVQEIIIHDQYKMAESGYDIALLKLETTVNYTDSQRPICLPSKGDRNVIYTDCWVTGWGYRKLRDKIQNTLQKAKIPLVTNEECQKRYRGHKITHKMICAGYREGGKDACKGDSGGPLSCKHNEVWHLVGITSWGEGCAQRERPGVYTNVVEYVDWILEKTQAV
# Calpain2 inh = inhibitors of pig calpain II. purified calpain II, fluorogenic peptide substrate, 30 min. hit rate 0.37% among 220,000. inhibition, % at 16 µM;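 active = inhibition above about 50%, limit read from the data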
# Rad51 HR inh = Rad51 (human) homologous recombination inhibition; inhibition, % at 10 µM; hRad51 DNA strand exchange, fluorescence dequenching; hit rate 0.085% among 200,000; Q06609;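 active = inhibition above 40% at the single screening dose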;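 note: 0% = DMSO control wells and 100% = blanks with heterologous ssDNA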
# Target sequence (Q06609 whole entry, looked up): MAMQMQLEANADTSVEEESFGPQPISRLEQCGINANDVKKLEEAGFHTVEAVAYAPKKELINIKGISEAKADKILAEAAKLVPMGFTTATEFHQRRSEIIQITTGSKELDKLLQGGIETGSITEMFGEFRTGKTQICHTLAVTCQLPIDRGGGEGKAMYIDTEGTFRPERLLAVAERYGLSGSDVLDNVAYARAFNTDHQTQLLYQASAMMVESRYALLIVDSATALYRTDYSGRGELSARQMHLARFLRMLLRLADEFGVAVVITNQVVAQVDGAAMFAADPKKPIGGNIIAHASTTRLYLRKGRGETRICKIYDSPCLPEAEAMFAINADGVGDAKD
#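 material = hRad51 filaments on single-stranded DNA | timing = filaments 15 min 37 °C, then compound 30 min | signal = FRET fluorescence dequenching, excitation 485 nm, emission 520 nm | benchmarks = control wells and blank wells on each plate | evaluation = percent inhibition relative to plate controls and blanks | compound = 10 µM final, single point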
# Furin inhibitor = human furin inhibition; P09958; purified furin, fluorogenic substrate cleavage; inhibition, % at 30 µM; hit rate 0.061% among 220,000; AID 463115; in the data active = inhibition above about 25%; note: inactives centre near -15
# PERK inh = blocks human PERK kinase | hit rate 0.17% among 220,000 | CHO PERK-DD fusion, SEAP luminescence translation reporter | inhibition, % at 5.6 µM;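 active = inhibition above the mean inhibition of all tested compounds plus 3 SD, set separately per screening campaign, cut at about 2.9% in these data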;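 note: PERK kinase domain activated by AP20187 dimerizer at 100 nM; 0% = DMSO with dimerizer and 100% = rapamycin at 8.4 µM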
# hK5 inh = inhibitors of human kallikrein 5; Q9Y337; recombinant hK5, fluorogenic AMC substrate cleavage; inhibition, % at 5 µM; hit rate 0.59% among 210,000;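 active = inhibition of 40% or more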;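 note: 0% = enzyme controls without compound and 100% = no-enzyme blanks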
# Starred values were filed as active, the others as inactive; i = inactive; . = no result given; [ ] = remark or other dose. Some of the compounds tested; the hit share may differ from the screen's.
SMILES,Thrombin inh,FXIIa inh 1536,Cl transport mod,FXIa inh,Calpain2 inh,Rad51 HR inh,Furin inhibitor,PERK inh,hK5 inh
Cc1cccc(OCc2nnc(SCC(=O)Nc3cccc(C(=O)N4CCOCC4)c3)o2)c1C,-3,2,-2.2,-3,9,.,-20,0.5,-12
O=C(Oc1cc2oc(=O)c3c(c2cc1Cl)CCCC3)c1ccco1,-1,7,0.033,-3,-492,-4,-14[20 µM],0.4,-10
CCOC(=O)N1CCN(C(=S)NC(C)(C)C)CC1,-2,4,0.052,-3,3,5,-20[20 µM],1.2,-13
Brc1ccc(-c2csc(N/N=C/c3ccco3)n2)cc1,16,10,-1.4,0,-33,17,-18,0.2,2
COc1cc([C@H]2[C@@H]3CCCC[C@]3(O)CCN2CC(=O)Nc2ccc(C)cc2C)ccc1O,-5,-2,.,-8,-6,-15,-18,-0.9,0
CCn1c2ccccc2c2cc(/C=N/n3cnnc3)ccc21,-6,7,-1.7,4,i,-1,-18,-0.2,-12
CCCCN(CC)CCCNC(=S)Nc1ccc2nc(N3CCN(C)CC3)cc(C)c2c1,-3,6,0.93,-1,-34,6,-21,1.1,-2
CCOC(=O)CC1=C(C(=O)OCC)C(c2ccc(OC)c(OC)c2)C(C#N)=C(N)O1 (centres undefined),-4,10,0.23,1,3,-8,-27[20 µM],0.1,-2
C/C(=N\NC(=S)NCc1ccccc1)c1cccs1,0,12,16*,0,27,-5,-17,0.1,12
Cc1ccc(N(C(C)C(=O)NCc2ccncc2)S(C)(=O)=O)cc1C (centres undefined),-1,8,-0.73,2,10,2,-16,0.6,4
Cn1cccc1Cc1nnc(SCC(=O)N2CCCC2)n1CCc1ccccc1,-11,-2,0.87,-12,13,-3,-21,0.5,-19
C=CCN=C(C)C1=C(O)CCC1=O,6,0,-0.023,4,-3,-6,-8[20 µM],2.9*,7
O=C(c1ccco1)N1CCN(c2ncnc3c2cnn3-c2ccccc2)CC1,3,4,-1.5,-1,1,-5,-17,-1.5,-5
Cc1nc(N2CCOCC2)c2c(C)c(C(=O)Nc3ccc(C(F)(F)F)cc3)sc2n1,-8,7,-0.61,-3,-27,-5,-3,-0.3,-9
Cc1nc2ccc3nc(NC(=O)c4ccc5c(c4)OCCO5)sc3c2s1,2,15,-0.24,0,-126,2,-17,-0.3,-14
O=S(=O)(Nc1nc2ccccc2s1)c1ccc(Br)s1,-15,-14,-1.7,-3,-41,0,-2[20 µM],0.4,4
CCOc1ccc2[nH]c(=S)[nH]c2c1,3,12,-0.17,6,-7,0,-19[20 µM],-0.3,0
CN(C1=NS(=O)(=O)c2ccccc21)c1ccc(OC(=O)c2ccncc2)cc1,-6,6,0.91,0,-28,-6,-30,1.2,5
O=C(NCc1ccc(Cl)c(Cl)c1)c1cccnc1,-1,-12,0.39,0,8,6,-29,1.2,-16
COc1ccc(-n2c(SCc3ccc([N+](=O)[O-])cc3)nnc2-c2ccccc2)cc1,-7,17,-0.47,17,36,3,-14,-0.5,4
Nn1c(SCc2ccccc2F)nnc1-c1cccnc1,-2,9,0.4,4,-23,.,-11,0.1,1
CC(C)C(NC(=O)C1CCC(C(C)(C)C)CC1)C(=O)NCc1cccnc1 (centres undefined),-7,2,.,-5,33,-2,-19[20 µM],-2.9,-18
O=C(O)CCC(=O)Nc1sc2c(c1C(=O)Nc1cccc3ccccc13)CCCCC2,-1,8,0.1,-4,-40,11,-8,0.3,-7
CCCCNC1CCS(=O)(=O)C1 (centres undefined),-1,14,0.74,-2,-19,1,-15[20 µM],-1.0,-11
COc1ccc(S(=O)(=O)NNC(=O)c2cc3cc4ccccc4nc3s2)cc1,-3,-4,.,2,2,6,-17[20 µM],-0.8,-1

# Some of the entries above, reformatted.
Structure | Thrombin inh | FXIIa inh 1536 | Cl transport mod | FXIa inh | Calpain2 inh | Rad51 HR inh | Furin inhibitor | PERK inh | hK5 inh
CN(C1=NS(=O)(=O)c2ccccc21)c1ccc(OC(=O)c2ccncc2)cc1 | -6 | 6 | 0.91 | 0 | -28 | -6 | -30 | 1.2 | 5
Cn1cccc1Cc1nnc(SCC(=O)N2CCCC2)n1CCc1ccccc1 | -11 | -2 | 0.87 | -12 | 13 | -3 | -21 | 0.5 | -19

# Compound profiles, from the list above.
# Record of `O=C(c1ccco1)N1CCN(c2ncnc3c2cnn3-c2ccccc2)CC1` → Thrombin inh: 3; FXIIa inh 1536: 4; Cl transport mod: -1.5; FXIa inh: -1; Calpain2 inh: 1; Rad51 HR inh: -5; Furin inhibitor: -17; PERK inh: -1.5; hK5 inh: -5
# Record of `O=S(=O)(Nc1nc2ccccc2s1)c1ccc(Br)s1` → Thrombin inh: -15; FXIIa inh 1536: -14; Cl transport mod: -1.7; FXIa inh: -3; Calpain2 inh: -41; Rad51 HR inh: 0; Furin inhibitor: -2[20 µM]; PERK inh: 0.4; hK5 inh: 4
# Record of `O=C(O)CCC(=O)Nc1sc2c(c1C(=O)Nc1cccc3ccccc13)CCCCC2` → Thrombin inh: -1; FXIIa inh 1536: 8; Cl transport mod: 0.1; FXIa inh: -4; Calpain2 inh: -40; Rad51 HR inh: 11; Furin inhibitor: -8; PERK inh: 0.3; hK5 inh: -7

# The results go on.
SMILES,Thrombin inh,FXIIa inh 1536,Cl transport mod,FXIa inh,Calpain2 inh,Rad51 HR inh,Furin inhibitor,PERK inh,hK5 inh
Cc1cccc(C(=O)OCC(=O)Nc2sc3c(c2C#N)CCC3)c1,-4,14,-0.54,6,-8,-1,-11,0.8,-15
Cc1c(Cl)cccc1NC(=O)[C@@H](NC(=O)c1ccccc1Cl)C(C)C,1,10,-0.18,9,34,-8,5,-0.1,-10
CCN1CCN(CC(=O)N2CCCC(C(=O)c3ccc(Oc4ccccc4)cc3)C2)CC1 (centres undefined),4,8,-0.96,-3,-13,0,-25,-0.2,3
CCOc1ccc(-n2c(C)c(C(C)=O)c(C(C)=O)c2C)cc1,0,9,.,1,26,0,-12[20 µM],0.1,-9
CCCCCOC(=O)Cn1c(N2CCCCCC2)nc2c1c(=O)[nH]c(=O)n2C,-3,2,0.05,-10,28,-8,-11,0.3,-4
CC(=O)Nc1ccccc1C(=O)N1CCc2ccccc21,-3,14,.,-3,-11,.,-9,-0.3,-10
O=C(NNc1cccc([N+](=O)[O-])c1)/C(=C\c1cccnc1)NC(=O)c1ccccc1,-2,8,2,1,-13,11,-6,-1.2,1
CC(=O)COc1ccc(-c2csnn2)cc1,1,10,1.8,5,-27,14,-22,-0.5,4
O=C(Nc1ccc(Oc2cccc(C(F)(F)F)c2)nc1)c1cccs1,-14,-2,0.53,-2,28,12,-7,0.2,-11
O=C(NCc1ccc(F)cc1)C1CCN(S(=O)(=O)c2ccc3c(c2)OCCCO3)CC1,-10,-6,-3,-5,23,-6,-6,-0.3,-3
CCO[C@@H]1OC(C(=O)Nc2ccccc2)=C[C@H](c2ccc3c(c2)OCO3)[C@H]1CCCO,-4,7,-0.072,0,1,-7,-28,-0.3,0
O=C(CCNC(=O)c1ccccc1)OCN1C(=O)c2ccccc2C1=O,3,21,0.017,5,17,2,-19[20 µM],-0.3,6
COc1ccc2c(c1)C1NC(=S)NC(C)(O2)C1C(=O)Nc1ccc(Cl)cc1 (centres undefined),0,11,-2.1,7,-1,.,-24,-0.5,-25
Cc1cccc(C(=O)NNC(=O)c2ccc(Cl)cc2)c1O,-4,5,.,-6,-23,14,-10[20 µM],1.0,-6
COc1ccccc1Nc1cc(C(=O)NCc2cccnc2)c2ccccc2n1,2,15,1.4,2,-15,33,-15,-3.0,3
CCOC(=O)c1nn(-c2ccccc2C)c2nc(Nc3ccccc3)cc(=O)n12,0,6,-0.13,22,1,.,-3,-1.9,-7
CC(C)c1nc(SCc2c(F)cccc2Cl)c2c(=O)n(C)c(=O)n(C)c2n1,15,23,0.4,10,8,-6,-20,1.2,65*
Cc1ccnc(NC(=S)NC(=O)c2cccs2)c1,-10,0,26*,1,7,.,-1,0.3,-29
CCOC(=O)CSC1=Nc2ccccc2C2=NC(CC(=O)NCc3ccc(OC)cc3)C(=O)N12 (centres undefined),-3,8,-0.041,2,2,0,-4[20 µM],1.3,13
CCOc1ccc2[nH]cc(S(=O)(=O)c3ccc(F)cc3)c(=O)c2c1,8,27,.,22,0,1,-3,0.4,-7
CCOC(=O)c1c(-c2ccc(C)c(C)c2)csc1NC(=O)C1CC=CCC1C(=O)O (centres undefined),3,12,-1.3,2,-33,.,-8[20 µM],0.1,6
COc1ccc(CNC(=O)c2cccc3c2C(=O)N(Cc2cccnc2)C3)cc1,0,16,-0.92,8,-1,0,-29,-0.8,18
CCC/C(=N/NC(=O)c1ccc2c(c1)OCO2)c1cccs1,-3,15,.,4,6,4,-19,2.1,-5
CN(C(=O)Cc1c[nH]c2ccccc12)C(C(=O)Nc1ccc2c(c1)OCO2)c1ccccc1 (centres undefined),-13,3,0.54,-9,8,-1,-5,-0.7,-17
O=C(O)CCN1Cc2ccccc2C1=O,1,5,-0.26,2,-22,-3,-18,0.6,13

# Only PERK inh, for 5 of the compounds above:
structure	PERK inh
Cc1cccc(C(=O)NNC(=O)c2ccc(Cl)cc2)c1O	1.0
Cc1cccc(C(=O)OCC(=O)Nc2sc3c(c2C#N)CCC3)c1	0.8
COc1ccccc1Nc1cc(C(=O)NCc2cccnc2)c2ccccc2n1	-3.0
O=C(O)CCN1Cc2ccccc2C1=O	0.6
Cc1c(Cl)cccc1NC(=O)[C@@H](NC(=O)c1ccccc1Cl)C(C)C	-0.1

# Another view of part of the listing above.
compound | Thrombin inh | FXIIa inh 1536 | Cl transport mod | FXIa inh | Calpain2 inh | Rad51 HR inh | Furin inhibitor | PERK inh | hK5 inh
COc1ccc2c(c1)C1NC(=S)NC(C)(O2)C1C(=O)Nc1ccc(Cl)cc1 (centres undefined) | 0 | 11 | -2.1 | 7 | -1 | . | -24 | -0.5 | -25
Cc1cccc(C(=O)NNC(=O)c2ccc(Cl)cc2)c1O | -4 | 5 | . | -6 | -23 | 14 | -10[20 µM] | 1.0 | -6

# The results go on:
SMILES,Thrombin inh,FXIIa inh 1536,Cl transport mod,FXIa inh,Calpain2 inh,Rad51 HR inh,Furin inhibitor,PERK inh,hK5 inh
CN(C(=O)COC(=O)c1cnc(Cl)c(Cl)c1)C1CCS(=O)(=O)C1 (centres undefined),2,9,1.1,4,47,.,-12,0.0,5
O=C(NC1CCCC1)C(c1ccncc1)N(C(=O)Cc1cccs1)c1ccccc1 (centres undefined),-3,6,-0.76,-4,-26,11,-20,0.0,0
CC(C)(C)C1CCc2onc(C(=O)Nc3cccc(O)c3)c2C1 (centres undefined),-6,6,0.54,1,-11,3,-13[20 µM],-1.1,-28
Cc1[nH]c2ccccc2c1/C=N/Nc1ccccc1[N+](=O)[O-],-3,6,1.3,5,-41,8,-15,0.3,-3
COc1ccc(C)c(S(=O)(=O)Nc2ccc(OCC(=O)O)cc2)c1,0,9,0.044,5,-13,-2,-19,1.2,-5
CCCn1c(N2CCN(C(=O)NCc3ccccc3)CC2)nc2ccccc21,-6,2,-0.62,-5,-3,12,-24,0.7,-2
CCN(CC)C(=O)c1ccccc1NC(=O)CN1C(=O)c2ccccc2C1=O,-2,-1,.,-6,-16,17,-10,0.2,-4
CCC(=O)N(CC(=O)Nc1sc(C)c(C)c1C(N)=O)C1CCCCC1,-17,6,.,-7,-14,6,9[20 µM],-1.3,-15
C=CCNC(=O)C1CCN(c2cc(C)nc(-c3ccccc3)n2)CC1,-3,3,0.15,-3,-7,0,-25,1.4,-4
COC(=O)c1ccccc1NC(=S)NC(=O)COc1ccc(C)cc1,.,.,3.2,.,.,7,-30[20 µM],1.9,.
N#Cc1c(NC(=O)c2cnn3cccnc23)sc2c1CCCC2,-1,4,0.16,-1,6,5,-15,0.1,-3

# Source: PubChem BioAssay (several laboratories)
